NTR1 agonist: agonists of NTR1, primary screen, imaging, U2OS cells, beta-arrestin-GFP, high content (AID 493036). NTR1-U2OS beta-arrestin-GFP spot imaging, agonist mode. activation, % at 20 µM. 330,000 compounds, 0.17% hits;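 active = activation at or above 40% of the spot to cytoplasm intensity ratio, with at least 20 cells analyzed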;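 also: 0% = DMSO without peptide and 100% = 100 nM NTR1 peptide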
Target sequence (P30989 whole entry, looked up): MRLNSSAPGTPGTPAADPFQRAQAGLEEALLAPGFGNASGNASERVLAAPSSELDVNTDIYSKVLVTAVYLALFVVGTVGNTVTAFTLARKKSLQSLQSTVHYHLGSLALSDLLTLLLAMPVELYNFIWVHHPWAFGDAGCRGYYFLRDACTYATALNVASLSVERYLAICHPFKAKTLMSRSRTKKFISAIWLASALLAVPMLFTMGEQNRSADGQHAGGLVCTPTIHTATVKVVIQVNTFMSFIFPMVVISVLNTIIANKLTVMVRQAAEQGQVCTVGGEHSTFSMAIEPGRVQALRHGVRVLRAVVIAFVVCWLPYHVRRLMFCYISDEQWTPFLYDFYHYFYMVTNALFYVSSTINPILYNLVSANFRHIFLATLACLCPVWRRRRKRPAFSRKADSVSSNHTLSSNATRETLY
Salmonella PhoP GFP: inhibitors of PhoP regulon expression, primary screen, Salmonella Typhimurium, GFP reporter (AID 1863). S. Typhimurium PhoP-regulated promoter GFP reporter, 4 h; higher % means a stronger effect. 300,000 compounds, 0.16% hits. one-dose inhibition, % at 50 µM; IC50 in µM for titrated hits;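 active = inhibition over 29.93%, a cutoff 3 SD above the screen mean, later confirmed by dose response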;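 also: 0% = low Mg2+ inducing control and 100% = high Mg2+ repressing control; strong numbers were not always called active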
NS5 inhibitors: Dengue-2 NS5 methyltransferase inhibitors, primary screen, biochemical, confirmation dose response (AID 588689); 340,000 compounds, 0.3% hits; Dengue-2 NS5 methyltransferase capping enzyme assay, biochemical; higher % means a stronger effect; Genome polyprotein (Dengue virus type 2 (strain 16681-PDK53)); inhibition, % at 25 µM, or IC50 in µM where a hit was titrated; in the data active = a potency from the dose series
T cell HTS: modulators of CD8 T cell-vesicle binding, primary screen, mouse 2C CD8+ T cells, flow cytometry; 2C CD8+ T cell-vesicle binding; stronger effect = lower value; calls only at 7 µM; 330,000 compounds, 0.068% hits; AID 2052, 2009;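 active = response, share of CD8 T cells binding vesicles, and their 90th percentile fluorescence all below set limits, cut at about 80% in these data, passing the limit was not always enough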
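Material: murine 2C transgenic CD8+ T lymphocytes / Also added: QL9-peptide-loaded Drosophila micro-vesicles bearing Ld, ICAM-1 and B7-1 / Schedule: binding step 1.5 h, 37 °C, antibody labelling 20 min, ice / Signal: flow cytometry, PE anti-B7-1 (FL2) versus Alexa647 anti-CD8 (FL8), PFA-fixed / Evaluation: percent CD8+ FL2 mean versus row control / Benchmarks: naked versus QL9-loaded vesicles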
West Nile virus CPE: West Nile virus antiviral activity, cell-based, CPE readout (AID 1621); West Nile virus-infected cells, CPE inhibition; higher % means a stronger effect; CPE inhibition, % at 10 µM, or IC50 in µM where a hit was titrated; 290,000 compounds, 0.02% hits; in the data active = a potency from the dose series; also: strong numbers were not always called active
RSV CPE inhibition: RSV antiviral activity via CPE protection, HEp-2 cells, primary 10 µM value included (AID 2391); HEp-2 cells, RSV-induced CPE inhibition; higher % means a stronger effect; CPE inhibition, % at 10 µM; hits with a dose series show IC50 in µM; 310,000 compounds, 0.13% hits; in the data active = a potency from the dose series; also: strong numbers were not always called active
MgcRacGAP inhibition: MgcRacGAP GTPase-activating activity inhibitors, confirmation, biochemical, ADP Hunter fluorescence. MgcRacGAP-stimulated Rac1 GTP hydrolysis, ADP Hunter fluorescence; higher % means a stronger effect; GST-tagged Rac1 F28L mutant substrate. 340,000 compounds, 0.6% hits. AID 624330, 2012. Rac GTPase-activating protein 1 (Homo sapiens). inhibition, % at 30 µM; hits with a dose series show IC50 in µM;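 active = first-screen hits whose inhibition reached a set limit at any dose in the follow-up dose series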;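 also: fluorescence reports GDP produced by GAP-driven GTP hydrolysis; strong numbers were not always called active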
SV40 large T antigen: SV40 large T antigen inhibitors, biochemical (AID 1903). SV40 large T antigen ATPase/helicase inhibition assay; higher % means a stronger effect. inhibition, % at 20 µM, or IC50 in µM where a hit was titrated. 310,000 compounds, 0.39% hits; in the data active = a potency from the dose series; also: strong numbers were not always called active
K1F lysis inhibition: inhibition of K1F phage lysis, E. coli UTI89, bacterial capsule biogenesis inhibitors, alamar blue (AID 488966) | E. coli UTI89 K1F phage lysis, alamar blue, 2 h; higher % means a stronger effect | inhibition, % at 100 µM; hits with a dose series show IC50 in µM | 340,000 compounds, 0.02% hits;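 active = phage lysis inhibition, versus mean bacterial control, above a set limit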;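 also: capsule biogenesis inhibitors block K1F phage lysis so surviving cells raise fluorescence; higher fluorescence means more inhibition of phage lysis; actives were called in the ten point dose series up to 300 µM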
T cell HTS vesicle-bound %: further read-out of T cell HTS, marked with its call; double positive events, %; measured here: CD8+ vesicle-bound cell fraction;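 binding gate set so that unloaded-vesicle control wells show 10% double positive cells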
NTR1 agonist cell count 20 µM: further read-out of NTR1 agonist, marked with its call; cell count; measured here: cell count, cytotoxicity flag
NS5 inhibitors pilot replicate: further read-out of NS5 inhibitors, marked with its call; inhibition, %; measured here: pilot screen replicate inhibition
Active calls of the source: *; i = inactive; x = not tested or not shown; [ ] = dose if it differs, or a comment.

SMILES	NTR1 agonist	NTR1 agonist cell count 20 µM	Salmonella PhoP GFP	NS5 inhibitors	T cell HTS	T cell HTS vesicle-bound %	West Nile virus CPE	RSV CPE inhibition	MgcRacGAP inhibition	SV40 large T antigen	K1F lysis inhibition	others
Cc1occc1C(=O)Nc1cccc(/C=C/C(=O)O)c1	0.5	59	x	4%	i	40	0.0%	0.4%	11%	x	0.4%
CCc1ccccc1NC(=O)CN1CCN(C(=O)CN2C(=O)NC3(CCCC3)C2=O)CC1	-0.8	56	x	-1%	i	33	x	0.3%	2%	x	0.9%[50 µM]
CCOC(=O)C1C(CC)NC(=S)NC1(C)O (centres undefined)	0.5	61	5%	-1%	i	33	0.9%	1.5%	7%	15%	0.3%
COc1ccc(/C=C/c2nc(C#N)c(NCCN(C)C)o2)cc1OC	1.2	59	-2%	-3%	i	63	0.1%	-0.6%	11%	12%	0.0%	NS5 inhibitors pilot replicate=2.4
CCOc1ccc(C(CC(=O)O)NC(=O)COc2ccccc2OC)cc1OC (centres undefined)	1.2	41	3%	11%	i	64	1.8%	-1.6%	-1%	5%	1.5%
CCOC(=O)Cc1csc(NC(=O)CCS(=O)(=O)Cc2ccccc2)n1	-0.7	63	-10%	-2%	i	34	-0.3%	-0.8%	3%	16%	0.1%[50 µM]
CNC(=O)c1sc(-c2cccnc2)nc1C	-2.1	88	8%	-3%	i	29	0.4%	-1.1%	4%	22%	0.4%	NS5 inhibitors pilot replicate=-6.7
CCOC(=O)C1CCCN(c2nc3ccccc3nc2NS(=O)(=O)c2ccc(C)cc2)C1 (centres undefined)	12	57	x	3%	i	32	x	1.1%	0%	x	0.1%[50 µM]
O=C(Oc1ccccc1)c1ccccc1OS(=O)(=O)c1ccccc1	1.8	76	-6%	-1%	i	14	-0.3%	0.6%	9%	9%	0.9%
CCN(CC(=O)Nc1ccc(Br)cc1)C(=O)Cc1cccc(F)c1	1.7	63	7%	-5%	i	26	-1.2%	7.2%	4%	4%	-0.1%
Cc1cc(NC(=O)C2(c3ccccc3)CCCC2)no1	-6.8	88	9%	-3%	i	31	0.1%	0.6%	6%	8%	1.3%
CC(C)CN(C(=O)c1ccco1)c1nc2ccccc2s1	5.7	69	-5%	-4%	i	33	-1.4%	0.9%	7%	-12%	0.2%
CC(Sc1nc2ccccc2c(=O)n1CC1CCCO1)C(=O)N(C)Cc1ccccc1 (centres undefined)	3.9	51	13%	-1%	i	22	x	-0.8%	6%	13%	-0.1%[50 µM]
COc1ccc(CN(C)C(=S)Nc2ccc(Cl)cc2)cc1	0.6	43	3%	-10%	i	51	-0.9%	-1.6%	8%	5%	1.1%
COc1ccccc1C(=O)N/C(=C\c1ccc(Br)cc1)C(=O)NCC(=O)O	-0.5	67	-6%	-4%	i	43	0.0%	1.1%	7%	19%	0.3%
O=C(CSc1ncccn1)N1CCN(C(=O)CSc2ncccn2)CC1	2.5	88	2%	-3%	i	5	-0.4%	1.9%	7%	12%	1.0%[50 µM]
CCCCOC(=O)C1=C(C)Nc2ncnn2C1c1ccc(OCC)c(OC)c1 (centres undefined)	-0.3	64	-5%	-4%	i	26	0.3%	2.4%	4%	2%	9.4%
Cc1cc(C)cc(N(CCC#N)C(=O)CSc2ncnc3sccc23)c1	-0.6	73	x	-3%	i	35	x	5.1%	-3%	x	-0.1%[50 µM]
CN1CCN(C(=O)c2ccc3c(=O)n(Cc4ccc(Cl)cc4)c(=S)[nH]c3c2)CC1	2.0	68	4%	-11%	i	34	-0.5%	-2.5%	11%	11%	6.3%
O=C(NNC(=O)c1cccc(C(F)(F)F)c1)c1ccncc1	-0.8	60	-4%	-2%	i	12	-0.3%	2.3%	8%	10%	0.2%
CCCC12CN3CC(C)(CN(C1)C3c1ccco1)C2=O (centres undefined)	-0.4	47	2%	-2%	i	27	0.3%	1.0%	-2%	0%	0.1%
CCCCCC1CC(=O)N(Cc2ccccc2)C(=O)N1 (centres undefined)	-0.2	50	1%	-6%	i	52	-0.3%	-0.6%	12%	2%	-0.3%
CC(C)(C)c1ccc(NC(=O)COC(=O)CCN2C(=O)c3cccc([N+](=O)[O-])c3C2=O)cc1	1.3	61	-6%	-2%	i	58	0.0%	1.3%	4%	4%	0.0%
CN(c1ccc(C(=O)NC2CCCC2)cc1)S(=O)(=O)c1ccccc1	0.2	54	3%	-5%	i	21	-1.3%	3.2%	5%	16%	0.1%
NC[C@@H]1O[C@H](O[C@H]2[C@@H](O)[C@H](O[C@@H]3[C@@H](O)[C@H](N)C[C@H](N)[C@H]3O[C@H]3O[C@H](CO)[C@@H](O)[C@H](O)[C@H]3N)O[C@@H]2CO)[C@H](N)[C@@H](O)[C@@H]1O	-0.4	55	-4%	x	i	17	x	-2.6%	x	9%	x
COc1cc(Br)cc(Br)c1OCC(=O)N/N=C/c1c(C)n(C)n(-c2ccccc2)c1=O	1.3	62	-5%	-4%	i	15	-0.6%	3.2%	6%	9%	0.3%[50 µM]
Cc1cc(-c2ccccc2)n(-c2ccc(C(N)=O)cc2)n1	2.7	64	6%	0%	i	36	-0.1%	1.0%	8%	9%	3.2%
CCOCCCNC(=O)C1CCN(S(=O)(=O)N2CCCC2)CC1	0.7	51	3%	-2%	i	40	x	0.6%	7%	2%	-0.6%
Clc1ccc(-c2nnc3n2CCCCC3)cc1	2.0	54	4%	6%	i	53	-0.2%	2.5%	11%	14%	3.4%
O=C(COC(=O)CNC(=O)C1CCCCC1)Nc1ccc2ccccc2c1	-0.6	52	-22%	-2%	i	61	0.3%	1.1%	9%	3%	-0.5%
O=c1c2ccccc2cnn1Cc1n[nH]c(=S)n1-c1ccc(F)c(Cl)c1	0.1	46	2%	-1%	i	25	0.8%	0.4%	10%	9%	0.1%
Fc1c(F)c(F)c(CSc2nc3ccccc3[nH]2)c(F)c1F	-1.9	81	14%	-2%	i	43	-1.4%	2.6%	4%	0%	-0.4%
CN(C)c1ccc(/C=N/NC(=O)CN2CCN(c3ccc(F)cc3)CC2)cc1	0.2	49	8%	x	i	29	-0.1%	2.6%	x	4%	x
COc1cccc(C(=O)Nc2ccc(C(=O)c3ccncc3)cc2)c1	0.7	48	-2%	-4%	i	19	-0.9%	2.4%	7%	21%	0.3%
Cc1ccc(N2CC(C(=O)Nc3nnc(SCC(=O)Nc4cc(C)on4)s3)CC2=O)cc1 (centres undefined)	1.1	50	13%	1%	i	10	-0.1%	1.1%	9%	4%	1.6%[50 µM]
Cc1cc(C(=O)N/N=C/c2c3ccccc3cc3ccccc23)n[nH]1	1.0	41	5%	-2%	i	51	-0.2%	2.4%	5%	4%	0.1%
COc1ccc(N(C(=O)CNC(=O)c2ccco2)C(C(=O)NCC2CCCO2)c2ccccc2)cc1Cl (centres undefined)	-1.6	39	2%	-5%	i	56	0.3%	0.2%	5%	7%	0.4%
CCCCc1c(O)nc(SCC(=O)O)[nH]c1=O	2.4	51	-6%	4%	i	45	0.3%	0.6%	-2%	26%	-0.6%
CCOC(=O)CSc1nnc(Cc2ccccc2)n1CC1CCCO1 (centres undefined)	0.2	52	-7%	10%	i	54	0.4%	2.3%	4%	5%	4.9%
NC(=O)C1CCN(C(=O)Nc2csc3ccccc23)CC1	2.0	46	-1%	x	i	50	1.5%	0.8%	x	11%	x

Ordered by formula weight (high to low): 5 of the compounds above
SMILES	NTR1 agonist	NTR1 agonist cell count 20 µM	Salmonella PhoP GFP	NS5 inhibitors	T cell HTS	T cell HTS vesicle-bound %	West Nile virus CPE	RSV CPE inhibition	MgcRacGAP inhibition	SV40 large T antigen	K1F lysis inhibition	others
Cc1ccc(N2CC(C(=O)Nc3nnc(SCC(=O)Nc4cc(C)on4)s3)CC2=O)cc1 (centres undefined)	1.1	50	13%	1%	i	10	-0.1%	1.1%	9%	4%	1.6%[50 µM]
COc1cccc(C(=O)Nc2ccc(C(=O)c3ccncc3)cc2)c1	0.7	48	-2%	-4%	i	19	-0.9%	2.4%	7%	21%	0.3%
Cc1cc(-c2ccccc2)n(-c2ccc(C(N)=O)cc2)n1	2.7	64	6%	0%	i	36	-0.1%	1.0%	8%	9%	3.2%
CCCCc1c(O)nc(SCC(=O)O)[nH]c1=O	2.4	51	-6%	4%	i	45	0.3%	0.6%	-2%	26%	-0.6%
Clc1ccc(-c2nnc3n2CCCCC3)cc1	2.0	54	4%	6%	i	53	-0.2%	2.5%	11%	14%	3.4%

(continued)
SMILES	NTR1 agonist	NTR1 agonist cell count 20 µM	Salmonella PhoP GFP	NS5 inhibitors	T cell HTS	T cell HTS vesicle-bound %	West Nile virus CPE	RSV CPE inhibition	MgcRacGAP inhibition	SV40 large T antigen	K1F lysis inhibition	others
Cc1cc(-c2ccco2)n(-c2ccccc2)n1	0.1	62	3%	-7%	i	42	0.2%	2.3%	5%	15%	-0.2%
COc1cc2c(cc1OC)C(c1ccc(N(C)C)cc1)CC(=O)N2 (centres undefined)	-1.0	51	5%	-10%	i	32	0.2%	0.6%	5%	7%	-1.2%[50 µM]
Cc1nc(CCNC(=O)Cc2ccccc2)cs1	0.3	48	3%	-1%	i	9	0.1%	-1.3%	-3%	-2%	2.6%
CCCCSc1nnc(-c2ccc(C)cc2)c2ccccc12	x	x	0%	-1%	i	18	-1.9%	0.9%	-1%	18%	2.3%[50 µM]
Cc1ccc(NC2=NCC(Cc3ccc(Br)cc3)S2)cc1 (centres undefined)	9.6	59	x	-5%	i	64	-1.3%	0.4%	10%	4%	0.7%
COc1ccc(C(=O)NCCNc2ccc([N+](=O)[O-])cn2)cc1	0.0	81	1%	5%	i	38	-0.4%	1.4%	x	22%	0.0%
Cn1nnnc1SCCNCc1ccccc1F	0.8	78	-1%	-7%	i	7	-0.2%	0.5%	8%	3%	1.3%
O=C(CCc1nnc(Cc2c[nH]c3ccccc23)o1)NC(C1CC1)C1CC1	0.6	46	11%	-2%	i	63	-0.3%	0.5%	2%	4%	-0.2%
COc1ccc(-c2cc(-c3nnc(COC(=O)CC4CC5CCC4C5)o3)c3ccccc3n2)cc1OC (centres undefined)	1.4	40	10%	-6%	i	6	1.0%	1.1%	2%	-4%	1.4%
O=C(CN1CCN(CC(=O)c2ccc(F)cc2)CC1)Nc1ccccc1Cl	-1.0	43	-1%	-7%	i	47	0.2%	0.4%	-1%	9%	1.1%
CN(C)c1ccc(C(=O)OCC(=O)N2CCCC2)cc1	-0.3	40	-5%	-8%	i	33	-0.1%	1.4%	7%	27%	0.3%
Cc1cc2[nH]c(=O)c(=O)[nH]c2cc1S(=O)(=O)NC1CCC(C)CC1 (centres undefined)	-0.5	60	-9%	-5%	i	56	0.0%	2.6%	10%	19%	0.1%

Compound activity (PubChem)
